Assay outcomes as filed in PubChem BioAssay.
ST2 inh – inhibitors of human ST2 (IL1RL1) binding to IL-33, primary screen, biochemical, AlphaLISA; AlphaLISA ST2-Fc/biotin-IL-33 interaction, 1 h; inhibition, % for hits at 17 µM; Interleukin-1 receptor-like 1 (Homo sapiens), Q01638; AID 1259354, 2018; 78,000 compounds, 2.3% hits; in the data active = inhibition above about 30%; inconclusive = mostly about 10% to 28%
Target sequence (Q01638 whole entry, looked up): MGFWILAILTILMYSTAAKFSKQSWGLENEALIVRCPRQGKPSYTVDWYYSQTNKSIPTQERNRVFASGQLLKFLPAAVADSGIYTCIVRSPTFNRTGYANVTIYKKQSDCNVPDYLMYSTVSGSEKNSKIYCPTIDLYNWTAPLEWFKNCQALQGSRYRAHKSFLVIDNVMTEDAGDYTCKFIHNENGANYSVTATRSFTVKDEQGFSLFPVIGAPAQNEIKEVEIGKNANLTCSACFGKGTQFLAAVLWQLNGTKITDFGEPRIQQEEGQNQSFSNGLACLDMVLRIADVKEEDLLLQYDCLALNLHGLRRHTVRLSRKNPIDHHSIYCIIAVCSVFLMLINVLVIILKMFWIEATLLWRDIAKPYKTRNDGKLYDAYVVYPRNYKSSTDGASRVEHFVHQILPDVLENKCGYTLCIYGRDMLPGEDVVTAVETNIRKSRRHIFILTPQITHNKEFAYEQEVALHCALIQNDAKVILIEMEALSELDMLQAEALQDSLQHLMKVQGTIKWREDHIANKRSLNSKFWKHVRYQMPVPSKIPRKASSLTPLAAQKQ
Numbers without * were called inactive; i = inactive; ? = inconclusive. These rows are one share of the data (hit frequency here may not be typical).

compound	ST2 inh
O=C(COc1ccccc1)Nc1ccc(Cl)c(N2CCCS2(=O)=O)c1	i
CCOC(=O)Cc1csc(NC(=O)c2cc3c(=O)n4ccccc4nc3n2C)n1	i
CCCN1CC(C(=O)N2CCCn3nc(C(=O)NC4CC4)cc3C2)CCC1=O (stereo not given)	?
CCN1C(=O)CC(CC(=O)N(C)Cc2ccc(-n3cccn3)cc2)(c2cccc(C(F)(F)F)c2)C1=O (stereo not given)	?
COC(=O)c1cc2c(cc1NC(=O)c1ccc3c(Cl)c4c(nc3c1)CCCC4)OCO2	i
Fc1ccc(-c2nc3cc(N=Cc4ccncc4)ccc3o2)cc1	?
O=C(NCCc1ccc(Cl)cc1)c1cc(-c2ccncc2)nc2ccccc12	?
COCCn1c(CNC(=O)CCc2c(C)noc2C)nc2cccnc21	i
CN(C)CCNc1cc(-c2n[nH]c(C(F)(F)F)n2)c2cc[nH]c2n1	?
Cc1cc(=O)oc(C)c1C(=O)NCc1ccccn1	i
CCOC(=O)N1CCN(C2CCc3c(c(C(=O)N4CCCCCC4)nn3C)C2)CC1 (stereo not given)	i
C1Cc2[nH]nc(CNC3CSCCSC3)c2C1	i
O=C(CSc1nnc(Cc2cc(=O)[nH]c(=O)[nH]2)n1-c1ccccc1)Nc1ccc(Cl)cc1	i
COc1ccc(S(=O)(=O)N2CCN(c3nc(C)cc(N4CCCCC4)n3)CC2)cc1OC	i
COc1ccc(N2COc3ccc(Cl)cc3C2)cc1	37%*

(next part)
compound	ST2 inh
CCSc1nc(CC(=O)N2[C@@H]3CC[C@H]2CC(O)C3)cs1 (stereo not given in full)	i
CC(C)NC(=O)c1ccccc1NC(=O)c1ccccc1	i
CSc1nc2c(c(=O)[nH]1)C(c1ccccc1)C1=C(CCCC1=O)N2 (stereo not given)	i
C=CCOc1ccccc1CN1CCCCC1	?
CCCCN(CC)C(=O)C1c2cc(OC)c(OC)cc2C(=O)N2CCc3ccccc3C12 (stereo not given)	i
CN1C(=O)C(CC(=O)NCCc2ccccn2)(Cc2ccccc2)c2ccccc21 (stereo not given)	i
CN(C)c1ccc(/C=C2\C(=O)N(c3ccc([N+](=O)[O-])cc3)N=C2N2CCOCC2)cc1	i
CCOC(=O)C1(CCOc2ccccc2)CCCN(C(=O)c2n[nH]c3ccccc23)C1 (stereo not given)	?
Cc1cc(N2CCCC2)nc(N2CCN(S(=O)(=O)c3ccc(F)cc3)CC2)n1	i
CCNC(=O)N[C@H]1[C@H](O)[C@@H](Oc2ccccc2)[C@@H]2OC[C@H]1O2	?
COc1ccc2nc(N3CCC(C(=O)N4CCOCC4)CC3)sc2c1	?
O=C(Nc1ccc([N+](=O)[O-])cc1)c1cccc(F)c1	i
Cn1c(=O)[nH]c(=O)c2c1nc(N1CCOCC1)n2Cc1ccccc1Cl	?
Cc1ccc(C)c(CSC2=NCCN2C(=O)c2ccc(S(=O)(=O)N(C)C)cc2)c1	i
Cc1[nH]nc(-c2ccc(O)c(O)c2O)c1Oc1ccccc1	42%*

(continued)
compound	ST2 inh
CCOc1ccccc1C(=O)N1CCN=C1SCc1ccc(Br)cc1	i
Clc1cccc(Cl)c1C[n+]1ccc2ccccc2c1	i
COc1cc(C(=O)NCC(=O)O)cc(OC)c1OC	i
CC1CCN(c2nc3c(c(=O)[nH]c(=O)n3C)n2CCSc2ncccn2)CC1	i
N#Cc1c(N)n(-c2ccc(C(=O)O)cc2)c2nc3ccccc3nc12	36%*
O=C(O)/C(=C/c1c(C(=O)O)[nH]c2cc(Cl)cc(Cl)c12)c1ccccc1	i
O=C(c1ccc(C(=O)N2CCOCC2)s1)N1CCOCC1	i
CN(C)Cc1nnc(C(=O)N2CCCC(C(C)(C)O)C2)o1 (stereo not given)	i
CC1CCN(C(=O)Cn2cnc3c(cnn3-c3ccc(Cl)cc3)c2=O)CC1	i
O=[N+]([O-])c1ccc(N2CCN(Cc3ccc(Br)o3)CC2)cc1	38%*
COc1ccc(S(=O)(=O)N=C2C=C(Nc3ccccc3OC)C(=O)c3ccccc32)cc1	94%*
COC(=O)[C@@H]1Cc2ncn(Cc3ccc(OC)cc3)c2CN1C(=O)c1ccc(C(F)(F)F)cc1	i
Cc1cccc(C)c1NC(=O)c1cc2c(=O)n3cccc(C)c3nc2s1	i
O=c1c(Oc2ccccc2F)coc2cc(OCc3cnn(-c4ccccc4)c3)ccc12	?
CC1(C)CC(=O)C2=C(C1)Nc1ccccc1NC2c1cccs1 (stereo not given)	i

(listing goes on)
compound	ST2 inh
O=S(=O)(Cc1ccccc1)Nc1cccc(Br)c1	i
O=C1CCCC2=C1C(c1c(Cl)cccc1Cl)Nc1ccccc1N2 (stereo not given)	i
COC(=O)Oc1ccc2sc(=O)oc2c1	i
CC(c1ccccc1)n1cnnc1CCc1ccccc1 (stereo not given)	i
O=C(NC[C@H]1O[C@@H](CO)[C@@H](O)[C@H]1N1CCN(c2cccc(C(F)(F)F)c2)CC1)Nc1ccccc1	?
O=C(Nc1ccc(F)c(Cl)c1)c1cc(C2CC2)on1	i
O=C(c1ccco1)N1CCN=C1SCc1c(F)cccc1Cl	i
Cc1cccc(NC(=O)c2ccc(F)cc2[N+](=O)[O-])c1C	i
Cc1cc2ccccc2c(=O)n1CC(=O)NCC(=O)N1CCCC1	i
C=C(C)Cn1c(CNC(=O)CCC)nc2ccccc21	?
Cc1ccc(CNS(=O)(=O)c2ccc(C(=O)N(C)C)s2)cc1	i
O=C1C(=O)N(CCO)C(c2ccccc2F)C1=C(O)c1ccc([N+](=O)[O-])cc1 (stereo not given)	?
CN1C(=O)NC2C1N(S(C)(=O)=O)CCN2S(C)(=O)=O (stereo not given)	i
Cc1ccc2cccc(OC(=O)c3cc4ccccc4o3)c2n1	i
Cc1cc(C)cc(-n2ncc3c2CCCC3NC(=O)Cc2c[nH]c3ccccc23)c1 (stereo not given)	?

Later entries:
compound	ST2 inh
CCC(=O)N1c2ccccc2-c2nnc(SC)nc2OC1c1cc(OC)c(OC)cc1OC (stereo not given)	i
COc1ccc(/C=C/C(=O)NCCN2Cc3ccccc3OC(c3ccsc3)C2)cc1OC (stereo not given)	i
COCCNC(=O)CCC1CCN(C(=O)Nc2ccccc2SC)CC1	i
CC1=Nc2ccc(C)cc2N(Cc2ccccc2)C(=O)C1	i
O=c1c2sccc2n(Cc2cc(=O)n3ccccc3n2)c(=O)n1-c1cc(F)ccc1F	i
Cc1ccccc1Cn1c(C)n[nH]c1=O	i
CN(C)CC#CC(O)C1CC=CCC1 (stereo not given)	?
CCCN(CCC)CCNC(=O)c1cccn1-c1nnc(N2CCCCC2)s1	i
c1nc(N2CCOCC2)c2c3c(sc2n1)CCCC3	i
Cc1ccc(OCCNC(C)C)c([N+](=O)[O-])c1	i
C=CCSc1nnc2c(n1)OC(c1ccc(OCC)cc1)N(C(C)=O)c1ccccc1-2 (stereo not given)	i
CCOC(=O)C1NN=C(C(=O)c2ccccc2)C1c1ccccc1 (stereo not given)	i
COCCN1CCCC2(CCN(Cc3cnc(-c4cccc5ccccc45)nc3)C2)C1 (stereo not given)	i
COc1ccc(C(=O)Nc2cccc(Cl)c2Cl)cc1OC	i
Cc1c(NC(=O)C(C)Oc2ccc(Cl)cc2Cl)c(=O)n(-c2ccccc2)n1C (stereo not given)	i

(cont.)
compound	ST2 inh
CCCCOC(=O)C1=C(C)Nc2nnnn2C1c1cccc(Cl)c1 (stereo not given)	i
CN(C)CCCN1C(=O)C(O)=C(C(=O)c2cccs2)C1c1cccnc1 (stereo not given)	i
CC(=O)NC1=C(N2CCOCC2)C(=O)c2nonc2C1=O	i
COc1ccc(CCNC(=O)CN2C(=O)c3ccccc3C2=O)cc1	i
COc1cc(NC(=S)N[C@H]2CO[C@H]3[C@@H]2OC[C@@H]3n2nnnc2Oc2ccccc2)cc(OC)c1	i
O=C(O)C(Cc1ccccc1)N1C(=O)C2C3C=CC(C4CC34)C2C1=O (stereo not given)	i
O=S(=O)(Cc1ccccc1CN1CCOC(C(F)(F)F)C1)c1ccccc1 (stereo not given)	?
CCc1ccccc1NC(=O)c1ccncc1	i
CC(=O)NCc1nc2ccccc2n1CC(C)C	?
COC(=O)[C@@H]1C[C@@H](NC(=O)c2cc(C)nc(C)n2)CN1C	?
CN(Cc1ncc[nH]1)Cc1cccn1S(=O)(=O)c1ccccc1	?
CC1=Nc2cc(C(=O)N3CCCC3)ccc2Sc2c(C)ccc(C)c21	?
COC(=O)c1ccccc1S(=O)(=O)N1CCC2(CCCNC2)C1 (stereo not given)	i
O=C(Nc1cccc(F)c1)C1CCN(S(=O)(=O)c2cccnc2)CC1	i
Cc1nnc(SCCCNC(=O)C2Cc3ccccc3CN2C)s1 (stereo not given)	?

Some of the entries so far, as labelled records.
molecule: Cc1ccc(OCCNC(C)C)c([N+](=O)[O-])c1
  ST2 inh: i

molecule: Clc1cccc(Cl)c1C[n+]1ccc2ccccc2c1
  ST2 inh: i

Other structures follow:
compound	ST2 inh
Cc1ccc2nc(CN(C)C(=O)c3cn4cccnc4n3)[nH]c2c1	?
O=C(Nc1cc2c(ccc3ccccc32)oc1=O)C1CCCCC1	i
Cc1ccc(Cl)cc1N=Cc1nc(-c2ccc(Br)cc2)oc1O	?
CCOC(=O)c1ccc2c(c1)NC(=O)C1CCCN21 (stereo not given)	i
COc1cc(C)c(CN2CCN(c3ccccn3)CC2)cc1C	?
O=C1C(Nc2ccccc2)=CC(c2ccc(Br)cc2)N1c1ccccc1 (stereo not given)	i
CCOc1ccc(S(=O)(=O)N(C(C)=O)c2ccc3oc4c(c3c2)CCCC4)cc1	?
CC(=O)Nc1ccc(S(=O)(=O)NCCNc2ccc([N+](=O)[O-])cc2Cl)cc1	i
CCCNCC(O)COc1ccccc1C(=O)CCc1ccccc1 (stereo not given)	i
O=C(CSc1nnc(-c2ccccc2)o1)c1ccc(Br)cc1	i
O=[N+]([O-])c1ccc(Sc2nc3ccccc3[nH]2)c(Cl)c1	i
O=C(Nc1ccc(F)cc1F)c1cc2ccccc2o1	i
Cc1c(C(=O)NC(C)(C)CN2CCOCC2)sc2ncn(C)c(=O)c12	i
Cn1ccc(CC(=O)N2CC[C@@H](N3CCN(c4ccccc4F)CC3)[C@H](O)C2)c1	i
CC(C)c1ccc2sc3ccccc3c(=O)c2c1	i

More entries follow:
compound	ST2 inh
COc1cc(-c2cc(C(=O)O)c3c(ccc4ccccc43)n2)c(Cl)cc1O	i
CN1CCN(CCCN2c3ccccc3Sc3ccc(Cl)cc32)CC1	i
O=C(O)c1ccc2c(c1)C(=O)N(c1c[nH]c(=O)[nH]c1=O)C2=O	i
O=S(=O)(NCCn1ccc2ccccc21)c1ccc(Cl)cc1	?
Cc1nn(S(=O)(=O)c2ccccc2)c(C)c1Sc1ccc([N+](=O)[O-])cc1	i
Cc1n[nH]c(C)c1CCCN(C)c1cc(N(C)C)ncn1	i
CCN(Cc1cnn(C)c1)C(=O)c1ccc(-c2ncn[nH]2)cc1	?
COCCNC(=O)CSc1n[nH]c(C)c1[N+](=O)[O-]	i
COc1cc(C=O)ccc1OCCCOc1ccccc1[N+](=O)[O-]	?
Cc1cc(F)ccc1NC(=O)CCC1CCCN(C(=O)c2ccoc2)C1 (stereo not given)	?
Cc1ncc(C(=O)N2CCCC3(CNC(=O)O3)C2)c(-c2ccccc2)n1 (stereo not given)	i
CN(C)CC1(O)CCCN(C(=O)CCc2ccc(N(C)C)cc2)CC1 (stereo not given)	?
OCCn1c(-c2ccc3c(c2)OCCO3)nc2ccccc21	i
COc1ccc(OCCSc2nc3ccccc3s2)cc1	i
COC(=O)C1C(=O)C2=C(CC1C)NC(C)=C(C(=O)OCCOC(C)C)C2c1ccccc1F (stereo not given)	i

An excerpt from above in order of molecular weight, ascending:
compound	ST2 inh
C=C(C)Cn1c(CNC(=O)CCC)nc2ccccc21	?
O=C(Nc1ccc(F)cc1F)c1cc2ccccc2o1	i
OCCn1c(-c2ccc3c(c2)OCCO3)nc2ccccc21	i
Cc1ccc2cccc(OC(=O)c3cc4ccccc4o3)c2n1	i
Fc1ccc(-c2nc3cc(N=Cc4ccncc4)ccc3o2)cc1	?
O=C(NCCc1ccc(Cl)cc1)c1cc(-c2ccncc2)nc2ccccc12	?
CCOc1ccc(S(=O)(=O)N(C(C)=O)c2ccc3oc4c(c3c2)CCCC4)cc1	?

Additional results.
compound	ST2 inh
Cc1ccc(NCc2cccnc2)cc1	i
Cc1cnc(C)c(-c2cc(O)c3c(c2)CN(C(=O)C2C=CCN2)CCO3)n1 (stereo not given)	?
c1ccc(C(Cn2ccnc2)n2ccnc2-c2ccccn2)cc1 (stereo not given)	i
CC1(C2CCN(C(=O)c3cc4ccccc4oc3=O)CC2)NC(=O)N(Cc2ccsc2)C1=O (stereo not given)	i
Cc1nc2ccccc2nc1CN1CCCC2(C1)C(=O)Nc1ccccc12 (stereo not given)	i
CC(=O)Nc1ccc(S(=O)(=O)n2nc(C)cc2C)cc1	i
Fc1cccc(-c2nnc3n2N=C(c2ccc(Br)s2)CS3)c1	?
Cc1ccc2c(N3C[C@H]4C[C@H](O)[C@H](O)C[C@H]4C3)ccnc2c1C	?
COc1ccc(-c2nn(-c3ccccc3C)cc2CNC2CCOCC2)cc1F	i
COc1ccc(-c2nnc([C@H]3CCN(Cc4ccc(C(F)(F)F)cc4)C3)o2)cc1	i
O=C(CN1C(=O)CCC1=O)Nc1nc2c(s1)CCc1ccccc1-2	?
COc1ccc(OC)c(/C=C2\C(=O)N(c3ccc(Cl)c(C(=O)O)c3)N=C2C)c1	i
